H1N1 NS1A inhibition – NS1A inhibition, H1N1 influenza, cell based functional assay (AID 504329). NS1A functional cell-based assay, percent inhibition; higher % means a stronger effect. inhibition, % at 12.5 µM, or IC50 in µM where a hit was titrated. 340,000 compounds, 0.3% hits; in the data active = a potency from the dose series; inconclusive = inhibition above about 27% without an active follow-up result; also: strong numbers were not always called active
PhoP GFP inhibition – Inhibition of PhoP regulon, Salmonella typhi GFP reporter cells, confirmation, 4 h (AID 1850). inhibition, % at 50 µM, or IC50 in µM where a hit was titrated. Salmonella Typhi PhoP-promoter GFP reporter, fluorescence, 4 h; higher % means a stronger effect. 310,000 compounds, 0.33% hits; in the data active = a potency from the dose series; inconclusive = inhibition mostly from about 25% at the one dose, without a potency; inactive = the rest, 99 in 100 with inhibition below about 19%;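 also: 0% = induced wells with vehicle and 100% = uninduced wells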
tuberculosis growth – growth inhibition of non-replicating M. tuberculosis (AID 488890). Mycobacterium tuberculosis non-replicating, growth inhibition; higher % means a stronger effect. inhibition, % at 25 µM; hits with a dose series show IC50 in µM. 320,000 compounds, 0.39% hits; in the data active = a potency from the dose series; inconclusive = inhibition mostly from about 82% at the one dose, without a potency; inactive = the rest, 99 in 100 with inhibition below about 76%;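 also: plate controls were DMSO cells for no effect and high antibiotic wells for full effect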
M. tuberculosis HTS – M. tuberculosis growth inhibition, HTS (AID 449762). M. tuberculosis H37Rv growth inhibition, 7H9 media; higher % means a stronger effect. inhibition, % at 25 µM; hits with a dose series show IC50 in µM. 330,000 compounds, 0.59% hits; in the data active = a potency from the dose series; inconclusive = inhibition above about 70% without an active follow-up result;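 also: bacterial growth assessed after seven days of incubation; strong numbers were not always called active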
inhibitors of VEEV – inhibitors of VEEV TC-83 cytopathic effect, confirmation, Vero cells (AID 588727); Vero cells, VEEV TC-83 cytopathic effect inhibition; higher % means a stronger effect; 350,000 compounds, 0.13% hits; inhibition, % at 20 µM, or IC50 in µM where a hit was titrated; in the data active = a potency from the dose series; inconclusive = inhibition mostly from about 14% at the one dose, without a potency; inactive = the rest, 99 in 100 with inhibition below about 12%; also: strong numbers were not always called active
inhibitors of VEEV 10K pilot screen – recorded beside inhibitors of VEEV, whose call it bears; inhibition, %; measured here: 10K pilot screen inhibition
Numbers without * were called inactive.

Screening O=C(c1cc(-c2ccccc2)nc2ccccc12)N1CCN(C2CCS(=O)(=O)C2)CC1 (stereo unspecified) returned H1N1 NS1A inhibition 0%, tuberculosis growth 9%, M. tuberculosis HTS -5% and inhibitors of VEEV 0.1%.
For COc1ccc(OC)c(CNC(=O)C2CCC(=O)N(CCCN3CCCC3=O)C2)c1 (stereo unspecified) the results were H1N1 NS1A inhibition 16%, PhoP GFP inhibition -2%, tuberculosis growth 12%, M. tuberculosis HTS 4% and inhibitors of VEEV inactive.
`O=C(CCC(=O)c1ccc(Oc2ccccc2)cc1)Nc1ccc(C(=O)O)cc1` gave H1N1 NS1A inhibition 5%, PhoP GFP inhibition -11%, tuberculosis growth 27%, M. tuberculosis HTS 3% and inhibitors of VEEV 0.0%.
For O=C(O)CCC(=O)N1CCCC1 the results were H1N1 NS1A inhibition -9%, PhoP GFP inhibition -5%, tuberculosis growth 20%, M. tuberculosis HTS 5% and inhibitors of VEEV 0.4%.
`Cc1nn(-c2ccc(N3CCCCC3)nn2)c(C)c1CCC(=O)Nc1cccc(F)c1` gave H1N1 NS1A inhibition 9%, PhoP GFP inhibition 1%, tuberculosis growth 35%, M. tuberculosis HTS -7% and inhibitors of VEEV 12%.
Screening COc1ccc(CC(=O)NCc2n[nH]c(=S)n2-c2ccccc2)cc1 returned H1N1 NS1A inhibition -7%, PhoP GFP inhibition 10%, tuberculosis growth 4%, M. tuberculosis HTS -5% and inhibitors of VEEV 3.2%.
For COCCNC(=O)CCC1CCN(Cc2cccc(-c3ccc(C)o3)c2)CC1 the results were H1N1 NS1A inhibition -19%, PhoP GFP inhibition -5%, tuberculosis growth 6%, M. tuberculosis HTS 7% and inhibitors of VEEV 0.6%.
For CN(CCO)c1ncnc2c1sc1nc(N3CCOCC3)c3c(c12)CCC3 the results were H1N1 NS1A inhibition 0%, PhoP GFP inhibition -6%, tuberculosis growth 16%, M. tuberculosis HTS -2% and inhibitors of VEEV 10%.
For c1ccc(CSc2nnnn2-c2ccc3c(c2)OCCO3)nc1 the results were H1N1 NS1A inhibition 1%, PhoP GFP inhibition 5%, tuberculosis growth -4%, M. tuberculosis HTS 0% and inhibitors of VEEV 0.3%.
Screening COc1ccc(CNC(=O)C(c2ccco2)N(C(=O)c2snc(C(N)=O)c2N)c2ccccc2OC)cc1 (stereo unspecified) returned H1N1 NS1A inhibition -8%, PhoP GFP inhibition 6%, tuberculosis growth 4%, M. tuberculosis HTS 6% and inhibitors of VEEV 7.5%.
For O=C(NCCc1nc2ccccc2[nH]1)c1ccc(Br)o1 the results were H1N1 NS1A inhibition 1%, PhoP GFP inhibition -7%, tuberculosis growth -11%, M. tuberculosis HTS -1% and inhibitors of VEEV 0.6%.
`O=C(Cn1ccc2ccccc2c1=O)N1CCN(c2cccc(Cl)c2)CC1` gave H1N1 NS1A inhibition 0%, PhoP GFP inhibition -5%, tuberculosis growth -14%, M. tuberculosis HTS -3% and inhibitors of VEEV 2.4%.
`COc1cccc(NC(=O)COC(=O)C2CC3CCCC(C2)C3=O)c1` (stereo unspecified) gave H1N1 NS1A inhibition -5%, tuberculosis growth 0%, M. tuberculosis HTS 0% and inhibitors of VEEV inactive.
For O=C(CSc1nc2ccccc2c(=O)[nH]1)Nc1ccccc1C(F)(F)F the results were H1N1 NS1A inhibition -10%, PhoP GFP inhibition 18%, tuberculosis growth 4%, M. tuberculosis HTS 6% and inhibitors of VEEV 0.7%.
Screening COC(=O)c1sccc1NC(=O)/C=C/c1c(Cl)cccc1Cl returned H1N1 NS1A inhibition 5%, PhoP GFP inhibition -3%, tuberculosis growth -2%, M. tuberculosis HTS -7% and inhibitors of VEEV 0.4%.
`COC(=O)C1CCN(C(=O)c2cc3ccccc3oc2=O)CC1` gave H1N1 NS1A inhibition 27%, PhoP GFP inhibition 5%, tuberculosis growth 11%, M. tuberculosis HTS 1% and inhibitors of VEEV 3.8%.
O=C(Nc1cccnc1)c1cccc(-c2cc3ccccc3oc2=O)c1 was read as H1N1 NS1A inhibition 1%, PhoP GFP inhibition -11%, tuberculosis growth 1%, M. tuberculosis HTS 8% and inhibitors of VEEV 0.3%.
For N/C(=N\c1nc(CSc2ccc(Cl)cc2)cc(=O)[nH]1)Nc1cccc2ccccc12 the results were H1N1 NS1A inhibition 0%, PhoP GFP inhibition 17%, tuberculosis growth 6%, M. tuberculosis HTS inconclusive and inhibitors of VEEV 1.5%.
For COC(=O)CSc1nc2ncccc2[nH]1 the results were H1N1 NS1A inhibition -5%, PhoP GFP inhibition 5%, tuberculosis growth 0%, M. tuberculosis HTS -5% and inhibitors of VEEV 1.1%.
Cc1ccc(C(=O)NC(NC(=S)Nc2ccc(S(N)(=O)=O)cc2)C(Cl)(Cl)Cl)cc1 (stereo unspecified) was read as H1N1 NS1A inhibition 3%, PhoP GFP inhibition 9%, tuberculosis growth 26%, M. tuberculosis HTS 0%, inhibitors of VEEV 0.9% and inhibitors of VEEV 10K pilot screen 1.8.
For Cc1ccc(-c2nc3c(c(=O)[nH]c(=O)n3Cc3ccccc3)n2C)o1 the results were H1N1 NS1A inhibition -8% and inhibitors of VEEV 3.0%.
CC1(C)OC(=O)C(=CNc2ccc(F)cc2)C(=O)O1 was read as H1N1 NS1A inhibition 0%, PhoP GFP inhibition -6%, tuberculosis growth -3%, M. tuberculosis HTS -7% and inhibitors of VEEV inactive.
Screening Cc1cccc(C(=O)NCCCn2ccnc2)c1C returned H1N1 NS1A inhibition 1%, PhoP GFP inhibition -1%, tuberculosis growth -6%, M. tuberculosis HTS -1% and inhibitors of VEEV 0.3%.
`CC(NC(=O)C1C(=O)N(CCO)C2(C)CC1c1ccccc1O2)c1ccccc1` (stereo unspecified) gave H1N1 NS1A inhibition -1%, PhoP GFP inhibition 3%, tuberculosis growth -4%, M. tuberculosis HTS 10% and inhibitors of VEEV 5.0%.
CC1CCC(N(C)C2CCN(C)CC2)CC1 (stereo unspecified) was read as H1N1 NS1A inhibition -1%, PhoP GFP inhibition 5%, tuberculosis growth 15%, M. tuberculosis HTS 5% and inhibitors of VEEV inactive.
`COc1ccccc1NS(=O)(=O)c1cccc(C(=O)NN=C2CCCC2)c1` gave H1N1 NS1A inhibition -5%, PhoP GFP inhibition 1%, tuberculosis growth 9%, M. tuberculosis HTS -1% and inhibitors of VEEV inactive.
Screening O=C(CNS(=O)(=O)c1cccs1)N1CCC2(CC1)OCCO2 returned H1N1 NS1A inhibition 4%, PhoP GFP inhibition 11%, tuberculosis growth 0%, M. tuberculosis HTS 7% and inhibitors of VEEV 2.2%.
For S=c1[nH]nc(-c2ccncc2)n1/N=C/C=C/c1ccco1 the results were H1N1 NS1A inhibition 9%, PhoP GFP inhibition -11%, tuberculosis growth -25%, M. tuberculosis HTS -4% and inhibitors of VEEV 2.5%.
`Cc1ccc(CN2CCN(/N=C/C(Br)=C\c3ccccc3)CC2)cc1` gave PhoP GFP inhibition 2%, tuberculosis growth 25%, M. tuberculosis HTS inconclusive and inhibitors of VEEV 3.6%.
CCOC(=O)c1cc(CC)sc1NC(=O)CN1CCN(C(=O)c2ccco2)CC1 was read as H1N1 NS1A inhibition -2%, PhoP GFP inhibition -8%, tuberculosis growth 36%, M. tuberculosis HTS 20% and inhibitors of VEEV 7.7%.

A stretch taken from the entries so far, as a working copy:
Screening Cc1cccc(C(=O)NCCCn2ccnc2)c1C returned H1N1 NS1A inhibition 1%, PhoP GFP inhibition -1%, tuberculosis growth -6%, M. tuberculosis HTS -1% and inhibitors of VEEV 0.3%.
`CC(NC(=O)C1C(=O)N(CCO)C2(C)CC1c1ccccc1O2)c1ccccc1` (stereo unspecified) gave H1N1 NS1A inhibition -1%, PhoP GFP inhibition 3%, tuberculosis growth -4%, M. tuberculosis HTS 10% and inhibitors of VEEV 5.0%.
CC1CCC(N(C)C2CCN(C)CC2)CC1 (stereo unspecified) was read as H1N1 NS1A inhibition -1%, PhoP GFP inhibition 5%, tuberculosis growth 15%, M. tuberculosis HTS 5% and inhibitors of VEEV inactive.
`COc1ccccc1NS(=O)(=O)c1cccc(C(=O)NN=C2CCCC2)c1` gave H1N1 NS1A inhibition -5%, PhoP GFP inhibition 1%, tuberculosis growth 9%, M. tuberculosis HTS -1% and inhibitors of VEEV inactive.
Screening O=C(CNS(=O)(=O)c1cccs1)N1CCC2(CC1)OCCO2 returned H1N1 NS1A inhibition 4%, PhoP GFP inhibition 11%, tuberculosis growth 0%, M. tuberculosis HTS 7% and inhibitors of VEEV 2.2%.
For S=c1[nH]nc(-c2ccncc2)n1/N=C/C=C/c1ccco1 the results were H1N1 NS1A inhibition 9%, PhoP GFP inhibition -11%, tuberculosis growth -25%, M. tuberculosis HTS -4% and inhibitors of VEEV 2.5%.
`Cc1ccc(CN2CCN(/N=C/C(Br)=C\c3ccccc3)CC2)cc1` gave PhoP GFP inhibition 2%, tuberculosis growth 25%, M. tuberculosis HTS inconclusive and inhibitors of VEEV 3.6%.
CCOC(=O)c1cc(CC)sc1NC(=O)CN1CCN(C(=O)c2ccco2)CC1 was read as H1N1 NS1A inhibition -2%, PhoP GFP inhibition -8%, tuberculosis growth 36%, M. tuberculosis HTS 20% and inhibitors of VEEV 7.7%.

Going on with the list.
COc1ccc(S(=O)(=O)Nc2ccccn2)cc1OC was read as H1N1 NS1A inhibition 20%, PhoP GFP inhibition 2%, tuberculosis growth -4%, M. tuberculosis HTS 4% and inhibitors of VEEV 0.9%.
`CCS(=O)(=O)c1ccc(O)c(NC(=O)COc2ccccc2)c1` gave H1N1 NS1A inhibition 6%, PhoP GFP inhibition 1%, tuberculosis growth 16%, M. tuberculosis HTS 3% and inhibitors of VEEV 1.5%.
Screening CCC1(C(=O)O)NC(c2cccc(OC)c2O)C2C(=O)N(c3ccccc3)C(=O)C21 (stereo unspecified) returned H1N1 NS1A inhibition 4%, PhoP GFP inhibition 4%, M. tuberculosis HTS 7% and inhibitors of VEEV 0.8%.
`COC(=O)Cn1c(CN2CCc3ccccc3C2)nc2c1c(=O)n(C)c(=O)n2C` gave H1N1 NS1A inhibition 6%, PhoP GFP inhibition -6%, tuberculosis growth -11%, M. tuberculosis HTS 2% and inhibitors of VEEV inactive.
`COc1ccc(N=C2CCS(=O)(=O)c3sccc32)cc1` gave H1N1 NS1A inhibition 4%, PhoP GFP inhibition -11%, tuberculosis growth 44%, M. tuberculosis HTS inconclusive and inhibitors of VEEV 1.1%.
Screening O=C(O)CC1(CC(=O)NCc2ccc(-c3cccs3)cc2)CCCCC1 returned H1N1 NS1A inhibition -1%, PhoP GFP inhibition -8%, tuberculosis growth 20%, M. tuberculosis HTS 8% and inhibitors of VEEV 0.3%.
`Cc1cc(C)nc(-n2ncc3c2CC(c2ccc(F)cc2)CC3=O)n1` (stereo unspecified) gave H1N1 NS1A inhibition 4%, PhoP GFP inhibition 10%, tuberculosis growth 28%, M. tuberculosis HTS 4% and inhibitors of VEEV 2.3%.
`CCOC(=O)c1[nH]c(C)c(/C(O)=C2\C(=O)C(=O)N(CCCN(CC)CC)C2c2cccnc2)c1C` (stereo unspecified) gave H1N1 NS1A inhibition -2%, PhoP GFP inhibition 3%, tuberculosis growth 5%, M. tuberculosis HTS 6% and inhibitors of VEEV 1.3%.
For Cc1ccccc1OCCC(=O)Nc1ccccc1C(=O)NC1CC1 the results were H1N1 NS1A inhibition 5%, PhoP GFP inhibition -3%, tuberculosis growth 15%, M. tuberculosis HTS 3% and inhibitors of VEEV 0.1%.
For CCc1ccc(C(=O)COC(=O)c2cnc(C)cn2)cc1 the results were H1N1 NS1A inhibition -7%, PhoP GFP inhibition 18%, tuberculosis growth 1%, M. tuberculosis HTS -4% and inhibitors of VEEV inactive.
`Cc1ccc(C(=O)NC2=NCCS2)cc1` gave PhoP GFP inhibition 15%, tuberculosis growth 30% and M. tuberculosis HTS -2%.
For CC1(C)CC(=O)C(C=NCCN2CCN(CCc3ccccc3)CC2)=C(O)C1 the results were H1N1 NS1A inhibition 2%, PhoP GFP inhibition -1%, tuberculosis growth -5%, M. tuberculosis HTS -2% and inhibitors of VEEV 1.7%.
CSc1ncccc1C(=O)Nc1ccc(OC(F)(F)F)cc1 was read as H1N1 NS1A inhibition 4%, PhoP GFP inhibition 2%, tuberculosis growth 25%, M. tuberculosis HTS 34% and inhibitors of VEEV inactive.
For Cc1ccccc1OC1CCN(C(=O)C2CCC(=O)N(C3CCCC3)C2)CC1 (stereo unspecified) the results were H1N1 NS1A inhibition 0%, PhoP GFP inhibition -13%, M. tuberculosis HTS -3% and inhibitors of VEEV 0.1%.

Compound activity from PubChem BioAssay.
